Screening data as filed in PubChem BioAssay.
Bim-Bcl-W: disrupts Bim peptide binding to human Bcl-W. bead-based flow cytometry. Q92843. 190,000 tested, 0.02% active. inhibition, % at 10 µM;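 also: 0% = bound tracer without compound and 100% = peptide blocker; higher means less fluorescent Bim peptide bound to Bcl-W beads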
Target sequence (Q92843 whole entry, looked up): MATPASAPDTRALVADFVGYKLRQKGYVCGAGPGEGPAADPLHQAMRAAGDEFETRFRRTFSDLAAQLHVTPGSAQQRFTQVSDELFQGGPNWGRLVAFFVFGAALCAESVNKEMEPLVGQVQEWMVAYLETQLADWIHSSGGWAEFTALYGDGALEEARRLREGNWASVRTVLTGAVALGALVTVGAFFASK
RGS4-Gao reg: human RGS4-Galphao interaction regulation. AID 1415. binding response (% of control), % at 10 µM. P09471. 220,000 tested, 0.33% active. Multiplexed bead flow cytometry, RGS4-Galphao binding; actives lie on both sides; in the data active = binding response below about 49% or above about 150%; inactive = in between;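 also: fluorescent Galphao activated with aluminum fluoride binding bead-coupled RGS4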
Target sequence (P09471 whole entry, looked up): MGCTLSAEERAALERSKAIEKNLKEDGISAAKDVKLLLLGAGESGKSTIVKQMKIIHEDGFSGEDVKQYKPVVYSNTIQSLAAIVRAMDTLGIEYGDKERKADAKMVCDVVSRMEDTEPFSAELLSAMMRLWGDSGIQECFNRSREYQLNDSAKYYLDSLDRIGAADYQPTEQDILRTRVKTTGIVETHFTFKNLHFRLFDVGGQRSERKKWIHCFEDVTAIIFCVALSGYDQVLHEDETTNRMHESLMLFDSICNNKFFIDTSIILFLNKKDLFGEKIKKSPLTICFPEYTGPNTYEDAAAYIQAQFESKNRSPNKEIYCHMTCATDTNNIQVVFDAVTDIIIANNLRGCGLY
Bfl-1 Bim block: inhibitors of Bim-Bfl-1 interaction, human; Q16548; Bead-based flow cytometry, Bim-Bfl-1 binding inhibition; inhibition, % at 10 µM; 190,000 tested, 0.12% active;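 also: 0% = wells without compound plus tracer and 100% = blocker peptide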
Bim-Bcl-B: inhibitors of Bim-Bcl-B interaction, human. Q9HD36. bead-based flow cytometry, Bim peptide-Bcl-B binding. inhibition, % at 10 µM. 190,000 tested, 0.073% active;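 also: 0% = tracer peptide without compound and 100% = reference inhibitor peptide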
Target sequence (Q9HD36 whole entry, looked up): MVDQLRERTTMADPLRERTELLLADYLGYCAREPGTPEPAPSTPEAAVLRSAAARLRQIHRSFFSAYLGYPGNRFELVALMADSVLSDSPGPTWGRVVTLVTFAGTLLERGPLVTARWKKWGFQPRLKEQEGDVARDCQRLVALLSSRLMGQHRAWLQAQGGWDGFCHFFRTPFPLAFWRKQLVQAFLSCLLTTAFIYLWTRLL
GSH bead fluor: GSH bead compound fluorescence profile; GSH beads flow cytometry, compound fluorescence 488/530 nm; hits give high values; fluorescence (KMESF) at 10 µM; 190,000 tested, 0.25% active; AID 1776; in the data active = fluorescence above about 89;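 also: glutathione beads carrying GST-tagged Bcl family fusion proteins plus one bare bead set; values are compound well signal with DMSO vehicle wells as background; inactives centre near 16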
RGS7-Gao reg: human RGS7-Galphao interaction regulation. Multiplexed bead flow cytometry, RGS7-Galphao binding; actives lie on both sides. 220,000 tested, 0.35% active. binding response (% of control), % at 10 µM. AID 1439; in the data active = binding response below about 49% or above about 150%; inconclusive = no clear call, values can overlap the other calls; inactive = in between;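 also: fluorescent Galphao held in activated GDP-AlF4 state binding bead-coupled RGS7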
RGS8-Gao reg: modulates binding of RGS8 to human Galphao | multiplexed bead flow cytometry; actives lie on both sides | response (percent of control binding), % at 10 µM | 220,000 tested, 0.34% active | AID 1423; in the data active = response below about 60% or above about 140%; inactive = in between;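 also: Galphao activated as the GDP aluminium fluoride complex binding bead-coupled RGS8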
Bcl-2 Bim block: disrupts Bim peptide binding to human Bcl-2; AID 950; 190,000 tested, 0.06% active; P10415; inhibition, % at 10 µM; Bead-based flow cytometry, Bim peptide-Bcl-2 binding; in the data active = inhibition above about 40%; inconclusive = no clear call, values can overlap the other calls;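 also: 0% = no compound wells with probe peptide and 100% = reference peptide inhibitor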
Mcl1 Bid PPI: Mcl-1/Bid interaction inhibition; TR-FRET Mcl-1/Bid-Dy647 peptide binding, 1536-well; inhibition, % at 21.7 µM; 220,000 tested, 0.97% active; AID 1021;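 active = compounds that cut the binding signal by more than half at the single screening dose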;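 also: His-tagged Mcl-1 with europium anti-His antibody binding Bid BH3 peptide; 0% = Mcl-1 plus peptide wells and 100% = peptide-only wells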
Bim-Mcl-1: human Bim-Mcl-1 interaction inhibition. Bead-based flow cytometry, Bim peptide-Mcl-1 binding. inhibition, % at 10 µM. 190,000 tested, 0.1% active. AID 1009;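 also: 0% = no compound tracer wells and 100% = peptide blocker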
Bim-Bcl-XL: human Bim-Bcl-XL interaction inhibition. Q07817. Bim peptide-Bcl-XL binding, bead flow cytometry, fluorescence. inhibition, % at 10 µM. 190,000 tested, 0.04% active. AID 1007
Target sequence (Q07817 whole entry, looked up): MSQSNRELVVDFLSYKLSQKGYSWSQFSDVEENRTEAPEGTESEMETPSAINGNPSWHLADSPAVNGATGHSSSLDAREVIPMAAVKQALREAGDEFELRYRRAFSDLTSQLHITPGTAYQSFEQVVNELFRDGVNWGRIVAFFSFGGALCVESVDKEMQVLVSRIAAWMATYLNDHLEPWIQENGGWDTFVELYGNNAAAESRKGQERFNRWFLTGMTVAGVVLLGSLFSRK
Numbers without * were called inactive; ? = inconclusive; [ ] = dose if it differs, or a comment. Rule as the data show it, unless noted: active = inhibition above about 40%.

SMILES	Bim-Bcl-W	RGS4-Gao reg	Bfl-1 Bim block	Bim-Bcl-B	GSH bead fluor	RGS7-Gao reg	RGS8-Gao reg	Bcl-2 Bim block	Mcl1 Bid PPI	Bim-Mcl-1	Bim-Bcl-XL
O=C(NN=C1C2CC3CC(C2)CC1C3)c1cc(Cl)ccc1O	2	98	-7	-1	10	100	99	-1	-48	3	1
O=c1c(Cc2ccc(F)cc2)c(O)ccn1Cc1cccc(Cl)c1	5	90	-1	-1	11	94	95	-1	-28	5	0
Cc1cccc(C2NC(=O)c3c(sc(C)c3C)N2)c1O (configuration not stated)	0	99	3	0	17	99	102	1	-25	1	1
CCCN(CCC)S(=O)(=O)c1ccc(C(=O)Nc2cc3oc4ccccc4c3cc2OC)cc1	-1	102	0	-3	10	99	103	1	-13	0	-5
Cc1ncsc1CCSc1n[nH]c(=O)n1-c1ccccc1	0	108	-10	-6	19	101	101	-9	2	0	1
O=c1c2ccccc2nc2ccc(NCc3ccco3)nn12	6	99	1	13	9	98	100	5	-16	7	10
Cc1cccc(N(Cc2cc3ccccc3[nH]c2=O)S(C)(=O)=O)c1	-2	101	-3	-3	9	100	102	-2	-15	0	0
CCCNC(=O)CN(c1ccc(F)c(Cl)c1)S(C)(=O)=O	-1	103	-16	-12	36	102	103	-15	-4	-2	-11
CCOc1cccc2sc(N(CCN(C)C)C(=O)c3ccc(Br)s3)nc12	1	103	-3	1	24	98	102	0	-38	1	-3
COc1ccc(NC(=O)CN(C)S(=O)(=O)c2ccc(Cl)cc2)c([N+](=O)[O-])c1	-2	94	-2	0	25	96	98	-4	5	0	0

7 neighbouring compounds already listed, quoted:
SMILES	Bim-Bcl-W	RGS4-Gao reg	Bfl-1 Bim block	Bim-Bcl-B	GSH bead fluor	RGS7-Gao reg	RGS8-Gao reg	Bcl-2 Bim block	Mcl1 Bid PPI	Bim-Mcl-1	Bim-Bcl-XL
O=C(NN=C1C2CC3CC(C2)CC1C3)c1cc(Cl)ccc1O	2	98	-7	-1	10	100	99	-1	-48	3	1
O=c1c(Cc2ccc(F)cc2)c(O)ccn1Cc1cccc(Cl)c1	5	90	-1	-1	11	94	95	-1	-28	5	0
Cc1cccc(C2NC(=O)c3c(sc(C)c3C)N2)c1O (configuration not stated)	0	99	3	0	17	99	102	1	-25	1	1
CCCN(CCC)S(=O)(=O)c1ccc(C(=O)Nc2cc3oc4ccccc4c3cc2OC)cc1	-1	102	0	-3	10	99	103	1	-13	0	-5
Cc1ncsc1CCSc1n[nH]c(=O)n1-c1ccccc1	0	108	-10	-6	19	101	101	-9	2	0	1
O=c1c2ccccc2nc2ccc(NCc3ccco3)nn12	6	99	1	13	9	98	100	5	-16	7	10
Cc1cccc(N(Cc2cc3ccccc3[nH]c2=O)S(C)(=O)=O)c1	-2	101	-3	-3	9	100	102	-2	-15	0	0

(more compounds)
SMILES	Bim-Bcl-W	RGS4-Gao reg	Bfl-1 Bim block	Bim-Bcl-B	GSH bead fluor	RGS7-Gao reg	RGS8-Gao reg	Bcl-2 Bim block	Mcl1 Bid PPI	Bim-Mcl-1	Bim-Bcl-XL
CCSc1ccccc1C(=O)N1CCCC1	13	86	1	-3	4	89	85	1	-22	-6	0
O=C(Nc1nncs1)C1(c2ccccc2)CCCC1	-1	102	-14	-10	23	97	100	-6	2	3	0
CC(=O)NC(Cc1c[nH]c2ccccc12)C(=O)OCC(=O)Nc1ccc2c(c1)OCO2 (configuration not stated)	-1	97	-1	-2	15	99	102	-2	-50	-5	-2
CCOc1ccc(C(=O)OCC(=O)c2c(N)n(C)c(=O)n(C)c2=O)cc1OCC	1	99	-13	-4	35	95	94	-7	11	1	-9
CCn1c(C)nc2cc(S(=O)(=O)C(F)(F)F)ccc21	-5	96	0	-2	23	98	96	4	-21	-3	-9
CCc1c(C)[nH]c2ccc(C)cc2c1=O	1	99	-12	-4	20	94	101	-5	-3	0	2
O=C(Nc1ccc(Br)cc1)N1CCCCCCC1	1	101	-15	-7	23	97	99	-3	10	0	-3
O=C1Nc2c(c(=O)[nH]c(=O)n2-c2ccccc2)C(C(F)(F)F)(C(F)(F)F)N1	0	97	-3	0	48	99	103	0	19	-2	-1
COCCCNC(=O)Cn1cc(C(=O)C2CC2)c2ccccc21	-2	99	-12	-8	33	100	102	-6	-8	0	-1
c1coc(-c2nnc3sc(Cc4cccs4)nn23)c1	0	100	2	-3	15	97	100	0	-25	-2	-4
CS(=O)(=O)n1nc(OC(=O)c2cccc3ccccc23)cc1N	0	102	-4	-4	14	103	102	-4	3	-1	-2
OC1(c2ccc(Cl)cc2)CCN(Cc2nc(-c3cnccn3)no2)CC1	-2	86	-4	-5	18	81	86	-7	-61	-2	-1
CC(=O)NCCC(=O)Nc1nc(-c2ccccc2Cl)cs1	2	98	-4	-4	10	?	98	0	-22	1	-1
Cc1ccsc1C(=O)N1CCCC(CCC(=O)NCc2ccccc2F)C1 (configuration not stated)	-4	95	-1	-9	19	89	92	-6	-22	-5	-4
COCCNc1nc(SCC(=O)N2CCN(c3ccccc3)CC2)nc2ccccc12	0	100	3	2	15	104	99	4	-68	0	0
Cc1ccc(N(C(=O)Cn2nnc3ccccc32)C(C(=O)NC2CCCCC2)c2cn(C)nc2C)cc1 (configuration not stated)	2	100	-5	-2	14	100	100	-1	-6	1	1
CCOC(=O)c1cc(-c2ccccc2)n(CC(=O)O)c1C	2	102	-7	-4	34	101	103	-6	-13	1	-2
COC(=O)c1cn(C(=O)c2ccc(Br)o2)c2ccccc12	3	103	-11	-2	10	102	104	-3	-7	3	-5
COc1ccc(-c2nc(C)sc2CC(=O)O)cc1	-1	102	-14	-10	31	102	101	-6	15	-2	-6
Cc1cccc(NC(=O)CCc2ccccc2)c1	-1	101	-6	-3	9	100	101	0	-11	-2	-3

Overlap with the part before: six entries; new compounds follow.
SMILES	Bim-Bcl-W	RGS4-Gao reg	Bfl-1 Bim block	Bim-Bcl-B	GSH bead fluor	RGS7-Gao reg	RGS8-Gao reg	Bcl-2 Bim block	Mcl1 Bid PPI	Bim-Mcl-1	Bim-Bcl-XL
COCCNc1nc(SCC(=O)N2CCN(c3ccccc3)CC2)nc2ccccc12	0	100	3	2	15	104	99	4	-68	0	0
Cc1ccc(N(C(=O)Cn2nnc3ccccc32)C(C(=O)NC2CCCCC2)c2cn(C)nc2C)cc1 (configuration not stated)	2	100	-5	-2	14	100	100	-1	-6	1	1
CCOC(=O)c1cc(-c2ccccc2)n(CC(=O)O)c1C	2	102	-7	-4	34	101	103	-6	-13	1	-2
COC(=O)c1cn(C(=O)c2ccc(Br)o2)c2ccccc12	3	103	-11	-2	10	102	104	-3	-7	3	-5
COc1ccc(-c2nc(C)sc2CC(=O)O)cc1	-1	102	-14	-10	31	102	101	-6	15	-2	-6
Cc1cccc(NC(=O)CCc2ccccc2)c1	-1	101	-6	-3	9	100	101	0	-11	-2	-3
O=C(/C=C/c1ccccc1)Nc1ccc(Cl)cn1	1	104	-5	0	9	97	100	0	-23	0	0
CC(NC(=O)C1CCCN1S(=O)(=O)c1cccc2cccnc12)c1ccccc1 (configuration not stated)	1	93	-12	-5	23	99	96	-2	-21	0	-3
CCn1nnc(C(=O)O)c1C(=O)O	1	103	-14	-11	25	103	101	-7	13	-2	-21
Cc1cnc(C(=O)Nc2ccccc2-c2ccc(C)o2)cn1	1	102	0	-3	10	101	100	0	-23	-6	-2
CC(C)c1nnc(NC(=O)CCCC(=O)O)s1	-5	108	-15	-12	12	102	103	-9	5	-4	-4
CC1Cc2ccccc2N1C(=O)CSc1ncc(-c2ccc(F)cc2)n1C (configuration not stated)	-4	102	-1	-3	11	102	103	-2	-17	0	-5
CCCCNCC(=O)Nc1ccc(NC(=O)CNCCCC)cc1	0	103	-3	-3	26	99	106	-3	-31	-1	-3
Cc1ccc(-c2cc(C(=O)N/N=C/c3c(C)nn(C)c3C)c3ccccc3n2)c(C)c1	7	99	-9	-5	62	97	97	-1	-12	0	-20
COc1cc(/C=C/C(=O)O)ccc1OCc1cnc(Cl)s1	2	100	-6	-1	13	100	101	-1	-20	0	-1
CN(C)[C@@H](CO)c1nnc([C@H](Cc2ccc(O)cc2)NC(=O)C2CCNCC2)o1	1	105	0	0	20	110	106	-2	4	-3	4
COc1ccc(C2C(C#N)=C(N)Oc3cc(C)n(Cc4ccco4)c(=O)c32)cc1 (configuration not stated)	0	99	-16	-13	32	101	103	-14	-17	-2	-2
CC(C)C1Cc2c(C#N)c(N)sc(=S)c2CO1 (configuration not stated)	2	93	8	-8	9	97	97	7	-43	3	0
Nc1cc2nc[nH]c2cc1N	10	103	-3	5	7	102	107	3	-9	8	9
O=C(CN1C(=O)C2C3c4ccccc4C(c4ccccc43)C2C1=O)N1CCOCC1 (configuration not stated)	-1	102	-19	-9	33	99	101	-6	-7	-4	-7
Nc1ncnc(Nc2ccccc2C(F)(F)F)n1	-1	106	-3	-3	25	103	106	-2	-17	-8	-7
O=C1CC(N(Cc2ccc3c(c2)OCO3)C(=O)Nc2ccc(F)cc2)C(=O)N1c1ccccc1 (configuration not stated)	-2	95	-2	0	11	95	95	-4	-6	0	-3
c1cc2c(cn1)cnc1cscc12	-5	101	-2	-7	10	100	98	-6	-3	-4	-7
O=C(C1CC(=O)N(C2CCCC2)C1)N1CCC(Cc2ccccc2)CC1 (configuration not stated)	0	98	-3	-5	27	99	100	0	-6	-1	0
O=C(Nc1nccs1)c1ccc2c(=O)n3c(nc2c1)CCCCC3	-10	100	-4	-17	11	101	105	-7	1	-12	-14
COCCNc1cc(C)c(C#N)c2nc3ccccc3n12	2	90	1	4	13	89	97	2	36	0	0
CN(CC(=O)NC(=O)NCc1ccccc1)Cc1ccc(Cl)c(Cl)c1	-5	95	-3	-7	6	95	98	-5	-4	-4	-6
O=C1N=C(N2CCOCC2)S/C1=C\C=C/c1ccccc1	2	98	0	1	18	97	103	0	-22	0	2
Cc1cc(C)c2c(N)c(C(=O)NC3CCCC3)sc2n1	-1	113	2	-5	21	147	142*[activator]	1	-73	-1	-4
Cc1ccc2c(C(=O)CN3CCCC3)c(C)[nH]c2c1	-5	102	-1	-4	32	101	101	2	-8	0	-9
O=C(O)C1=C[C@@H](C2CCCCC2)C[C@@H](OCCCCO)O1	-1	103	-3	-7	21	102	102	-5	-11	1	-2
O=C(Nc1ccccc1Oc1ccccc1)C1CC1	-3	98	-3	-1	38	97	105	0	7	-1	17
CCCc1nc(SCC(=O)NNC(=O)C2CCCCC2)c2ccccc2n1	20	98	-12	4	17	96	100	-17	40	0	8
CCC(Oc1ccccc1)C(=O)NCCOC (configuration not stated)	-2	94	0	-8	4	94	84	-1	-5	-5	-3

Hits appear at their usual frequency (roughly 1.8% active in at least one column).
